# Source: PubChem BioAssay
# Vif-A3G inh – blocks the Vif interaction with human APOBEC3G; hit rate 0.076% among 410,000; Potency, µM (titrated, usually from 46.1 µM), without a hit: top-dose activity, negative = active, actives largely listed as inhibitors; Q9HC16; HeLa A3G-eYFP + Vif (tagged APOBEC3G with the HIV-1 protein that degrades it), YFP fluorescence, overnight;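 further: potency means the concentration at half of the fitted maximal effect; on the % scale 0 is the no-effect control and ±100 the full control effect; nearly all actives have a fitted effect of over 60% in size; hits raise eYFP signal because A3G escapes Vif-driven loss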
# Target sequence (Q9HC16 whole entry, looked up): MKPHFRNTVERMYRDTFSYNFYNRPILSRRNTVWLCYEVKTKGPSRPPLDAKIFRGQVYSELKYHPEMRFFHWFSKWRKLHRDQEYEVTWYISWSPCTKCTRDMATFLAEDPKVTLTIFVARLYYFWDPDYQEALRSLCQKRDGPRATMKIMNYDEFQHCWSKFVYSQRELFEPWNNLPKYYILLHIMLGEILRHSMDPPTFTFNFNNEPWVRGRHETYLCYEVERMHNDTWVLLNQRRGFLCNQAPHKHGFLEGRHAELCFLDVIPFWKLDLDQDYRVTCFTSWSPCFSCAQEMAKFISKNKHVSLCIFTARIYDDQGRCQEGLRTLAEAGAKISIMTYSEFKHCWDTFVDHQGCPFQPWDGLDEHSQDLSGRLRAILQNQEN
#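 HeLa cells stably expressing Vif and C-terminally eYFP-tagged A3G, seeded overnight at 37 deg C, then exposed to compound by pintool overnight at 37 deg C. Rise in yellow fluorescence (Ex 488/Em 500-530, Acumen) marks blocked Vif-driven A3G degradation.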
# D2 ag – agonists of human D2 dopamine receptor; hit rate 0.53% among 340,000; HEK293 T-REx D2 cells, calcium flux agonist mode; activation, % at 2 µM; AID 485358;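 active means activation over 3 SD above normal in the single-dose calcium agonist read, cut at about 30% in these data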; further: 0% is about no effect
#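 Agonism is scored from calcium flux in a force-coupled, inducible HEK293 cell line expressing D2, read kinetically for 180 s after compound addition against dopamine controls.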
# ALOX12 inh – blocks human arachidonate 12S-lipoxygenase; purified 12hLO, xylenol orange hydroperoxide absorbance; Potency, µM (titrated, usually from 108 µM), for the others: at the highest dose activity change, negative = inhibition, usual class: inhibitors; hit rate 1.1% among 580,000; AID 1671190; further: potency means the concentration at half of the fitted maximal effect; on the % scale 0 is the no-effect control and ±100 the full control effect
# Target sequence (P18054 whole entry, looked up): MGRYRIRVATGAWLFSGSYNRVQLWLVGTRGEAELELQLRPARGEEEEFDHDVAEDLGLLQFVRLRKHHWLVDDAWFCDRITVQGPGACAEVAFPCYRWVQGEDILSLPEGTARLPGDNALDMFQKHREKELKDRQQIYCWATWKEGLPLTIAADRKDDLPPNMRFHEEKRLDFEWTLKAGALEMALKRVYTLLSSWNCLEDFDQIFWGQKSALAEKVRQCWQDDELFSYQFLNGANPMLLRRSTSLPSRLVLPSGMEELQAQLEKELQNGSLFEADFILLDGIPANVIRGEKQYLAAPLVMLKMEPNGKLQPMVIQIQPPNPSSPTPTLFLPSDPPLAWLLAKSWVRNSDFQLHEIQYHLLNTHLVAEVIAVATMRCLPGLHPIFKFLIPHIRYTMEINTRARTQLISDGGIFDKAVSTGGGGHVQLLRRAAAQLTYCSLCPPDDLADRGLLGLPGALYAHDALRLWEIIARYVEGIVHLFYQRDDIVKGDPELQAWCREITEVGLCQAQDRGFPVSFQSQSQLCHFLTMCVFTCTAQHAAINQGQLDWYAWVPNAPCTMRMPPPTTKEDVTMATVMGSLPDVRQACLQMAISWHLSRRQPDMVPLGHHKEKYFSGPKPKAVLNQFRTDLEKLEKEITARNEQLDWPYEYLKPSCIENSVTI
#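 Purified human 12hLO (150 nM final) in 25 mM Hepes, 0.01% Triton X-100, pH 7.0 was preincubated 15 min at room temperature with compound. Then 40 uM arachidonic acid was added, 30 min. Hydroperoxide was read by Fe-XO absorbance ratio 573/405 nm.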
# D2 antag – antagonists of human D2 dopamine receptor; P14416; HEK293 TREx D2 cells, calcium flux, dopamine EC80; inhibition, % at 10 µM; hit rate 2% among 340,000; AID 485344; in the data active means inhibition above about 30%; further: 0% is about no effect
#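 HEK293 T-REx D2 cells, tet-induced, calcium dye no-wash. Cpd pintool add, 180 s kinetic, then EC80 DA, 180 s kinetic. Ca flux read.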
# ERG-DNA inh – ERG Ets/DNA interaction inhibition | fluorescence polarization, His-ERG Ets domain / labelled DNA | Potency, µM (highest dose often 76.9 µM), inactives show top-dose FP activity, negative = inhibition, hits mostly inhibitors | hit rate 0.028% among 370,000; active means well fitted inhibition curve with a large enough effect in the polarisation, with a control signal flat; inconclusive means small, poorly fitted or top-dose-only effect, or effect the other way, or a change in a side signal; inactive means no such curve, though single readings can be large or run the other way; the % refers to the polarisation;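 further: polarization taken with two DNA probes labelled with fluorescein and Texas red; potency means the concentration at half of the fitted maximal effect; % of control where 0% means no effect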
#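 His-tagged ERG Ets domain (1 uM in the protein solution; 300mM KCl, 50mM Tris-HCl, 1mM EDTA, 1mM DTT, pH 7.5) received compound, then a probe mix of 5 nM fluorescein-DNA and 100nM Texas-615-DNA. Fluorescence polarization was read for both dyes.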
# LDHA block – LDHA (human) enzyme inhibition; P00338; purified LDHA, NADH/diaphorase-resazurin fluorescence; active compounds read low; activity change, % (values are at about 110 or 230 µM); hit rate 0.15% among 480,000; in the data active means activity change below about -30%; inconclusive means mostly about -25% to -30%;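 further: plate controls were DMSO wells for no effect and wells without enzyme for full effect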
#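 LDH5 2 nM; NADH 0.06 mM, pyruvate 0.2 mM; 200 mM Tris pH 7.4, EDTA, Tween-20; 5 min RT. Detection: diaphorase 0.133 mg/mL + resazurin 37 µM, fluorescence ex540/em590 at 0 and 20 min; normalized to enzyme-free and DMSO wells.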
# Glioma ERSR ind – ER stress response induction in glioma; U87-MG GRP78 promoter luciferase reporter, 16 h; Potency, µM, without a hit: at the highest dose activation, hits mostly activators; hit rate 0.02% among 420,000; further: potency means the concentration at half of the fitted maximal effect; series mostly up to about 76 µM; % of control where 0% means no effect; nearly all actives have a fitted effect of over 35% in size
#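 Stably transfected U87-MG glioma cells carrying a GRP78-based luciferase sensor; 16 h compound incubation. Luminescence end-point read 10 min after Bright-Glo addition at room temperature.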
# RGS4 inhibitor – human RGS4 inhibition; P49798; Transcreener GDP fluorescence polarization, RGS4-accelerated GTP hydrolysis; Potency, µM (top dose mostly 114 µM), for the others: at the highest dose activity change, negative = inhibition, most hits filed as inhibitors; hit rate 0.039% among 390,000; AID 504845; further: potency means the concentration at half of the fitted maximal effect; on the % scale 0 is the no-effect control and ±100 the full control effect; nearly all actives have a fitted effect of over 75% in size; some results filed as inactive show a strong effect at the top dose
#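 MLSMR compounds (23 nl, pin-transferred) preincubated 10 min at room temperature with a 500nM (2x) first reagent, then RGS4 at 900nM (2x) plus Transcreener GDP mix added; fluorescence polarization (620/688 nm) read before and after 90 min at 30 °C.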
# Vif-A3F inh – inhibitors of Vif-A3F interaction; hit rate 0.2% among 390,000; HeLa A3F-eYFP + Vif (tagged APOBEC3F with the HIV-1 protein that degrades it), YFP fluorescence increase; Potency, µM (titrated, usually from 46.1 µM), inactives show top-dose activity, negative = active; further: potency means the concentration at half of the fitted maximal effect; % of control where 0% means no effect; nearly all actives have a fitted effect of over 65% in size
#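 HeLa cells stably expressing A3F-eYFP plus Vif, plated and incubated overnight at 37 deg C, then exposed to compounds overnight at 37 deg C. Blocked degradation read as raised yellow fluorescence (Ex 488/Em 500-530).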
# * hit, by the source's call; ? = inconclusive; nt = not tested or not shown; & = joins results of further samples; ! = not active in a repeat; [ ] = another dose, or the depositor's remark. Unless noted, the call rests on the fitted dose curve; in most records, active means well fitted curve in the direction sought with a large enough effect; inconclusive means small, poorly fitted or top-dose-only effect, or another doubt; inactive means no such curve, though single readings can be large; an effect the other way counts as inactive or inconclusive. This is a subset; rates above refer to the full screens.
1. Cc1ccc[n+](C(C)C(=O)c2ccc(-c3ccccc3)cc2)c1 (centres undefined)
2. COc1ccc2[nH]c3c(c2c1)CCN1C(=O)N([C@@H](C)C(=O)NCC2CCCO2)C(=O)[C@]31C (some centres undefined)
3. CC(C)S(=O)(=O)N1CCCC(c2cc(C(=O)Nc3ccc(F)c(Cl)c3)no2)C1 (centres undefined)
4. O=C(CSCc1cnn(-c2ccccc2)c1-n1cccc1)NCc1cccs1
5. CC1=CC(c2ccccc2)n2nc(N3C(=O)C4CC=CCC4C3=O)nc2N1 (centres undefined)
6. COc1ccccc1N1CCN(/N=C\c2ccccc2)CC1
7. Cc1cc(NC(=O)CSc2nnc3ccc(-c4ccc(F)cc4)nn23)no1
8. CC(C)Oc1ccc(Oc2ccc(C(F)(F)F)cn2)cc1

compound no.,1,2,3,4,5,6,7,8
Vif-A3G inh,-8%,2%,0%,2%,2%,2%,0%,-2%
D2 ag,nt,nt,nt,0.3,1.2,0.4,26,-0.5
ALOX12 inh,4%,3%,?,-4%,0%,-9%,14%,1%
D2 antag,nt,nt,nt,12,11,4,-9,1
ERG-DNA inh,4%,6%,nt,-5%,0%,9%,-3%,1%
LDHA block,1,3,-4,-2,0,0,-9,-4
Glioma ERSR ind,-2%,2%,1%,-2%,-7%,1%,0%,-2%
RGS4 inhibitor,0%,3%,nt,15%,-6%,-3%,-14%,18%
Vif-A3F inh,1%,-6%,nt,-6%,3%,5%,-10%,nt

9. CC1(OC(=O)C2CCCC2)C(=O)C=C2C=C(c3ccsc3)N(C3CCCCC3)C=C2C1=O (centres undefined)
10. COCCCNC(=O)c1ccc(Cn2c(SCc3cccc(C)c3)nc3cccnc32)cc1
11. O=C(C=Cc1ccccc1F)c1ccccc1
12. CCN(CCn1cccn1)C(=O)c1ccc(OC2CCN(C(=O)COC)CC2)cc1
13. COc1ccc(-c2noc(CCCC(=O)NCc3ccco3)n2)cc1OC
14. O=C(COC(=O)c1ccc(O)cc1O)NC(=O)Cc1ccccc1
15. COc1ccc(C(C)C)cc1S(=O)(=O)NC1CCCC1
16. COc1cccc(-c2nc(SCC(=O)NC3CCCC3)c(-c3ccccc3)[nH]2)c1

compound no.,9,10,11,12,13,14,15,16
Vif-A3G inh,-4%,1%,-27%,0%,-1%,4%,-6%,5%
D2 ag,0.0,-0.9,nt,1.3,0.0,nt,-0.5,2.8
ALOX12 inh,-25%,-16%,4%,3%,4%,-24%,-5%,-4%&-12%
D2 antag,3,nt,nt,-2,-15,nt,5,nt
ERG-DNA inh,18%,-8%,nt,3%,-4%,12%,15%,3%
LDHA block,12,-5,-5,-8,-3,2,0,-8&-3
Glioma ERSR ind,0%,1%,?,-2%,-2%,-1%,2%,-5%
RGS4 inhibitor,3%,-2%,nt,0%,-3%[11.4 µM],2%,25%,7%
Vif-A3F inh,1%,-6%,nt,6%,3%,1%,-12%,8%

17. O=C(NCc1ccccc1)c1ccc(CS(=O)Cc2cccc(Cl)c2)o1 (centres undefined)
18. Cc1ccc(OCc2nnc(NC(=O)c3ccco3)s2)c(C)c1
19. CCOc1ccc(NC(=O)Nc2cccs2)cc1
20. Cc1ccc(N(CC(O)CN2CCOCC2)S(=O)(=O)c2ccc3ccccc3c2)cc1 (centres undefined)
21. C/C=C(/C(=C/C)c1ccc(O)cc1)c1ccc(O)cc1
22. Cc1ccc(-c2cnc(C(O)c3cccc(C)c3C)[nH]2)cc1 (centres undefined)
23. COc1ccc(OCC(O)CNC(=O)c2ccc(Br)cc2)cc1 (centres undefined)
24. CC(=O)OCC[C@H](NS(=O)(=O)OCC(Cl)(Cl)Cl)c1ccccc1

compound no.,17,18,19,20,21,22,23,24
Vif-A3G inh,-5%,-4%,1%,-1%,?,4%,2%,0%
D2 ag,nt,0.8,0.8,0.8,-3.1,nt,0.6,1.5
ALOX12 inh,-2%,-16%,-16%,57%[activator],50µM*!,8%,-13%,-11%
D2 antag,nt,-21,11,10,-27,nt,-13,23
ERG-DNA inh,nt,nt,-7%,-8%,-24%,nt,0%,2%
LDHA block,0,-6,0,0,-19,-2,-6,0
Glioma ERSR ind,-3%,-2%,-6%,-3%,7%&-5%,-6%,1%,-5%
RGS4 inhibitor,nt,-5%,1%[56.9 µM],9%,6%,nt,-12%,21%
Vif-A3F inh,0%,-8%,-3%,-5%,-14%,nt,-11%,-5%

25. Fc1ccccc1N1CC(c2ccccc2)C(c2cccs2)=N1 (centres undefined)
26. COc1ccc(NCC(=O)N/N=C2\CCc3ccccc32)cc1
27. O=C(CCC(=O)c1cccs1)Nc1ccccc1F
28. COc1ccc(OC)c(NC(=O)C2CCCNC2=O)c1 (centres undefined)
29. Cc1ccc(NC(=O)c2c(C)oc3ccc(O)c(CN(C)Cc4ccccc4)c23)c(C)c1
30. CC(C)NC(NC(=O)/C=C/c1ccccc1)C(Cl)(Cl)Cl (centres undefined)
31. CCOc1ccccc1NC(=O)CSc1nnnn1-c1ccccc1
32. O=C(NCCCNC(=O)c1ccccn1)c1ccccn1

compound no.,25,26,27,28,29,30,31,32
Vif-A3G inh,-1%,-13%,2%,2%,nt,0%,-3%,0%
D2 ag,1.3,-2.7,0.4,-0.2,-1.3,-0.4,1.7,-0.6
ALOX12 inh,-10%,78%[activator],-24%,26%,-24%,0%,215%[activator],8%
D2 antag,-13,-32,-12,-8,nt,4,31*,-6
ERG-DNA inh,1%,20%,-5%,0%,-4%,-5%,7%,10%
LDHA block,0,1,-2,-6,3,-7,2,-2
Glioma ERSR ind,-3%,2%,-2%,0%,nt,-3%,0%,-2%
RGS4 inhibitor,0%,-14%,29%,-2%,3%,-4%,-14%,-6%
Vif-A3F inh,0%,0%,0%,4%,nt,4%,-6%,1%

# Arranged by number of heavy atoms (low to high): some entries from above.
30. CC(C)NC(NC(=O)/C=C/c1ccccc1)C(Cl)(Cl)Cl (centres undefined)
32. O=C(NCCCNC(=O)c1ccccn1)c1ccccn1
31. CCOc1ccccc1NC(=O)CSc1nnnn1-c1ccccc1
29. Cc1ccc(NC(=O)c2c(C)oc3ccc(O)c(CN(C)Cc4ccccc4)c23)c(C)c1

compound no.,30,32,31,29
Vif-A3G inh,0%,0%,-3%,nt
D2 ag,-0.4,-0.6,1.7,-1.3
ALOX12 inh,0%,8%,215%[activator],-24%
D2 antag,4,-6,31*,nt
ERG-DNA inh,-5%,10%,7%,-4%
LDHA block,-7,-2,2,3
Glioma ERSR ind,-3%,-2%,0%,nt
RGS4 inhibitor,-4%,-6%,-14%,3%
Vif-A3F inh,4%,1%,-6%,nt

# More results follow.
33. Nc1nc(N)c2sc3nc4c(cc3c2n1)CCC4
34. CC(C)COc1nc2ccccc2c(=O)n1OCC(=O)O
35. CC(C)=CCC/C(C)=C/CNC(=O)C[C@H]1C[C@H](C(=O)N(C(C)C)C(C)C)[C@@]2(C)c3[nH]c4ccc(Cl)cc4c3CCN2C1=O
36. CCN1C(=O)[C@H]2[C@@H](c3ccc(-c4ccc(OC)cc4)c(OC)c3)N[C@@](Cc3ccccc3)(C(=O)OC)[C@H]2C1=O
37. O=C(Nc1cc(C(F)(F)F)ccc1Cl)c1cc(-c2ccc3c(c2)OCCO3)on1
38. Cc1c(C(=O)Nc2ccccc2-c2ccccc2)cccc1[N+](=O)[O-]
39. Cc1ccc(NC(=O)Cn2cc(C=O)c3ccccc32)cc1
40. Cc1ccsc1/C=N/Nc1cccc(C(=O)O)c1

compound no.,33,34,35,36,37,38,39,40
Vif-A3G inh,-19%,0%,0%,-7%,1%,2%,0%,9%
D2 ag,-0.3,-1.0,nt,nt,2.3,-0.1,2.3,0.2
ALOX12 inh,?,2%,-16%,?,-11%,18%,0%,0%
D2 antag,12,18,nt,nt,nt,-3,9,-10
ERG-DNA inh,-8%,-3%,-16%,8%,-2%,0%,12%,5%
LDHA block,0,-7,-1,-1,-4,2,-4,-5
Glioma ERSR ind,3%,-1%,-3%,1%,1%,-1%,-2%,-14%
RGS4 inhibitor,-22%,4%,13%,-10%,-6%,-6%,-11%,-11%
Vif-A3F inh,1%,-6%,8%,-5%,-9%,-1%,-7%,-28%

41. CCOc1ccc(C(=O)NC(Cc2ccccc2)C(=O)OC)cc1 (centres undefined)
42. Cc1c(C(=O)NCCCn2ccnc2)oc2ccccc12
43. COC(=O)C(C)Sc1nc2c(c(=O)n(C)c(=O)n2C)n1Cc1cccc(C)c1 (centres undefined)
44. O=C(NC(CCl)c1ccccc1)c1ccc(Cl)cc1 (centres undefined)
45. CCOc1ccc(NC(=S)N(CCc2ccncc2)C(C)C)cc1
46. CO/N=C/C(C#N)c1ncc(C(F)(F)F)cc1Cl (centres undefined)
47. O=[N+]([O-])c1ccc(-n2nnnc2-c2ccccc2)cc1

compound no.,41,42,43,44,45,46,47
Vif-A3G inh,1%,1%,-4%,-3%,0%,6%,-1%
D2 ag,0.1,0.3,2.6,6.2,-0.9,-0.4,0.7
ALOX12 inh,?,8%,-8%,-7%,8%,?,-6%
D2 antag,6,-1,3,-10,7,6,3
ERG-DNA inh,3%,2%,-6%,2%,7%,-3%,-3%
LDHA block,-2,-3,-4,-8,-1,0,-3
Glioma ERSR ind,9%,5%,-1%,-4%,-3%,1%,-3%
RGS4 inhibitor,43%,-6%,-17%,10%,-13%,-5%,?
Vif-A3F inh,2%,11%,nt,2%,0%,-3%,-15%
